TRHR ag = qHTS for Small Molecule Agonists and Allosteric Enhancers of Human TRH Receptor: Primary Screen for Agonists | TRHR cells, calcium flux fluo-8, FDSS agonist mode | AID 493084, 2011 | Thyrotropin-releasing hormone receptor (Homo sapiens), P34981 | 0.18% of 360,000 active | activation, % at 2 µM; in the data active means activation above about 30%; further: 0% is about no effect
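In this calcium-flux screen, cells bearing human TRHR are dye-loaded with fluo-8, baselined for 10 cycles, then exposed to library compounds; positive kinetic calcium responses during the agonist phase mark hits, with TRH as control.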
TRHR PAM = qHTS for Small Molecule Agonists and Allosteric Enhancers of Human TRH Receptor: Primary Screen for Enhancers. Thyrotropin-releasing hormone receptor (Homo sapiens), P34981. TRHR cells, fluo-8 calcium fluorescence, EC20 TRH enhancement. enhancement, % at 2 µM. 0.66% of 360,000 active; in the data active means enhancement above about 30%; further: 0% is about no effect
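Enhancer read-out: after compound pinning and an initial kinetic agonist-mode read, an EC20 of TRH (10 nM final) was injected and fluo-8 calcium signal (Ex 480/Em 530) followed at 1 s/cycle for 100 cycles in TRHR-expressing cells.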
TrxR1 substrate = qHTS Assay for Substrates of Mammalian Selenoprotein Thioredoxin Reductase 1 (TrxR1): qHTS | 0.01% of 390,000 active | Thioredoxin reductase 1, cytoplasmic (Rattus norvegicus), O89049 | Potency, µM (series often up to 114 µM), for the others: at the highest dose activity change, negative = substrate turnover | purified TrxR1 substrate turnover, NADPH consumption readout; further: potency means the concentration at half of the fitted maximal effect; on the % scale 0 is the no-effect control and ±100 the full control effect; nearly all actives have a fitted effect of over 50% in size
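Rat TrxR1, dispensed at 90 nM, was prereduced with 400 uM NADPH (final) for 5 min at ~22 deg C, then incubated with compound 15 min before 400 uM selenite. A first-read NADPH fluorescence drop versus no-compound background flagged substrates.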
D2 antag = HTS Assay for Allosteric Antagonists of the Human D2 Dopamine Receptor: Primary Screen for Antagonists | inhibition, % at 10 µM | 2% of 340,000 active | HEK293 TREx D2 cells, calcium flux, dopamine EC80 | AID 485344, 2010 | D(2) dopamine receptor (Homo sapiens), P14416; in the data active means inhibition above about 30%; further: 0% is about no effect
Target sequence (P14416 whole entry, looked up): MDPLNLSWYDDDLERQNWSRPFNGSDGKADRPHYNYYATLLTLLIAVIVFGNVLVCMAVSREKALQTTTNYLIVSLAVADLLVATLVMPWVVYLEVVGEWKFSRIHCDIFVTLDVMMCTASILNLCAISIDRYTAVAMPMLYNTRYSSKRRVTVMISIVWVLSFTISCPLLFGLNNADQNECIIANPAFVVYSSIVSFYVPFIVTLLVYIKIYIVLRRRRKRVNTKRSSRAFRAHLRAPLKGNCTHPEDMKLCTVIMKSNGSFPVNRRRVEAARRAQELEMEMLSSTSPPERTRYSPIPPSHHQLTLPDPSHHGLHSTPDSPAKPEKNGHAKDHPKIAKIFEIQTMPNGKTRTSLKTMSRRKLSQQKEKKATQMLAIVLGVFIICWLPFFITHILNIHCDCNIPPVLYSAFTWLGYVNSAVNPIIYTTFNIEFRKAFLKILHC
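Calcium flux kinetic readout in an inducible HEK293 TREx D2 line plated overnight at 30 C. After 180 s compound exposure, an EC80 dopamine challenge follows with another 180 s kinetic read to detect antagonism.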
D2 agonist = HTS Assay for Allosteric Agonists of the Human D2 Dopamine Receptor: Primary Screen for Agonists; HEK293 T-REx D2 cells, calcium flux agonist mode; 0.53% of 340,000 active; activation, % at 2 µM; AID 485358, 2010;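 active means activation over 3 SD above normal in the single-dose calcium agonist read, cut at about 30% in these data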; further: 0% is about no effect
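Calcium-flux readout, 1 cycle/sec over 180 s following compound pin transfer, in inducible HEK293 Trex D2 cells (force-coupled); dopamine controls included. Positive calcium responses during this window marked compounds as potential agonists.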
Pin1 inhibitor = qHTS Assay to Find Inhibitors of Pin1 | 0.009% of 390,000 active | Pin1 FP peptide displacement, HiFluor488, 10 min | AID 504891, 2011 | Peptidyl-prolyl cis-trans isomerase NIMA-interacting 1 (Homo sapiens), Q13526 | Potency, µM (doses to about 115 µM), for the others: at the highest dose activity, negative = inhibition, usual class: inhibitors; active means well fitted inhibition curve with a large enough effect in the polarisation, with a control signal flat, not every such curve was filed as active; inconclusive means small, poorly fitted or top-dose-only effect, or effect the other way, or a change in a side signal; inactive means no such curve, though single readings can be large or run the other way; the % refers to the polarisation; further: potency means the concentration at half of the fitted maximal effect; on the % scale 0 is the no-effect control and ±100 the full control effect
Target sequence (Q13526 whole entry, looked up): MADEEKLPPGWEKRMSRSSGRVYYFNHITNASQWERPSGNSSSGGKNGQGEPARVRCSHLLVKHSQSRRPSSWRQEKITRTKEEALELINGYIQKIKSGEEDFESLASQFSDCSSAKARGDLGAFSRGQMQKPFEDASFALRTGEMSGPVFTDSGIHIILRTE
rTrxR1 inhibitor = qHTS Assay for Inhibitors of Mammalian Selenoprotein Thioredoxin Reductase 1 (TrxR1): qHTS. recombinant rTrxR1, NADPH fluorescence consumption, selenite substrate. AID 588453, 2011. 1% of 390,000 active. Potency, µM (doses to about 114 µM), inactives show at the top dose activity change, negative = inhibition, most hits filed as inhibitors. Thioredoxin reductase 1, cytoplasmic (Rattus norvegicus), O89049; further: potency means the concentration at half of the fitted maximal effect; on the % scale 0 is the no-effect control and ±100 the full control effect; nearly all actives have a fitted effect of over 65% in size
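Rat TrxR1 (90 nM in the dispensed reagent) was pre-reduced with 400 uM NADPH for 5 min at room temperature, then incubated with compound for 15 min. After 400 uM selenite was added, NADPH fluorescence (Ex 340/Em 450 nm) was followed for 8 min.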
USP1-UAF1 inh = Inhibitors of USP1/UAF1: Primary Screen; recombinant USP1/UAF1, Ub-Rhodamine cleavage fluorescence; Potency, µM (doses to about 57.1 µM), inactives show at the highest dose activity change, negative = inhibition, usual class: inhibitors; 0.23% of 390,000 active; Ubiquitin carboxyl-terminal hydrolase 1 (Homo sapiens), O94782; further: potency means the concentration at half of the fitted maximal effect; on the % scale 0 is the no-effect control and ±100 the full control effect; nearly all actives have a fitted effect of over 60% in size; inactives centre near -12
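USP1/UAF1 complex (1 nM) preincubated 15 min at room temperature with compound, then Ub-Rho substrate (150 nM final) added. Kinetic fluorescence at 480/540 nm over 6 reads at 60 s intervals; 50 mM HEPES pH 7.8, 0.5 mM EDTA, 0.1 mg/ml BSA, 1 mM TCEP, 0.01% Tween-20.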
mIDH1 inhibitor = qHTS for Inhibitors of mutant isocitrate dehydrogenase 1 (IDH1): qHTS; Potency, µM (series often up to 76.6 µM), for inactives: at the highest dose activity change, negative = inhibition, hits mostly inhibitors; IDH1-R132H enzyme, NADPH consumption, diaphorase/resazurin fluorescence; 0.093% of 390,000 active; Isocitrate dehydrogenase [NADP] cytoplasmic (Homo sapiens), O75874; further: potency means the concentration at half of the fitted maximal effect; on the % scale 0 is the no-effect control and ±100 the full control effect; nearly all actives have a fitted effect of over 65% in size
Target sequence (O75874 whole entry R132H, stated change not applied): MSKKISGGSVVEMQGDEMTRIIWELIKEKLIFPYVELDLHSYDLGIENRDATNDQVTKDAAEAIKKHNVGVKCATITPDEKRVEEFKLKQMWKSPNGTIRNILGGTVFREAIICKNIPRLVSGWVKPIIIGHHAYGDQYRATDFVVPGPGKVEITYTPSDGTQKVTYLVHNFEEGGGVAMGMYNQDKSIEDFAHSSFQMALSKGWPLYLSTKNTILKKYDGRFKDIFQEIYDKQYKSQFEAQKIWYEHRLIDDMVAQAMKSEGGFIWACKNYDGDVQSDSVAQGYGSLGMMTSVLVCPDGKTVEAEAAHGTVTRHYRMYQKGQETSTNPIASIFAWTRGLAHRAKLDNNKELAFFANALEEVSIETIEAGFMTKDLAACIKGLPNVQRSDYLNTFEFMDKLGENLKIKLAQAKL
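IDH1-R132H (0.5 ug/mL dispensed) in pH 7.5 Tris buffer was preincubated 30 min with compound, then given a substrate mix of 0.016 mM NADPH and 2 mM alpha-KG for 80 min at room temperature; remaining NADPH was read by diaphorase/resazurin fluorescence.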
Numbers without * were called inactive; ? = inconclusive; . = no result given; & = joins results of further samples; [ ] = dose if it differs, or a comment. Unless noted, the call rests on the fitted dose curve; in most records, active means well fitted inhibition curve with a large enough effect; inconclusive means small, poorly fitted or top-dose-only effect; inactive means no such curve, though single readings can be large or run the other way.

compound	TRHR ag	TRHR PAM	TrxR1 substrate	D2 antag	D2 agonist	Pin1 inhibitor	rTrxR1 inhibitor	USP1-UAF1 inh	mIDH1 inhibitor
Cc1cc(NC(=O)Nc2cccc(Cl)c2)n(-c2ccccn2)n1	0.1	-5	-3%	-1	1.3	-1%	13%	-7%	4%
O=C(Nc1ccccc1)NC1(C(=O)NCCCN2CCOCC2)CCCCC1	-0.2	-5	-4%	-20	-0.8	-2%	-19%	-7%	12%
COc1ccc(NC(=S)NC2CCCCC2)cn1	1.6	12	4%[57.1 µM]	2	0.7	-12%	6%[57.1 µM]	-10%	4%
COCCNC(=O)c1ccc(NC(=O)C2(c3ccccc3)CCCC2)cc1	-0.1	-4	14%[57.1 µM]	11	0.2	-10%	21%	-13%	-9%
CC1(C)Cc2cccc(OCC(=O)Nc3ccccc3F)c2O1	-0.2	-10	6%	1	-0.1	-30%	26%	-24%	6%
O=C(O)CCC(=O)N1N=C(c2ccccc2)CC1c1ccc(Br)cc1 (centres undefined)	0.2	1	-4%[57.1 µM]	-3	0.7	-2%	5%[57.1 µM]	-6%	18%
COc1ccc2[nH]c3c(c2c1)CN(C)CC3	1.2	-3	-2%	28	0.3	-10%	4%	-12%	9%
COc1ccc(C(=O)c2ccc(CC(=O)O)s2)cc1	-0.6	3	-8%	0	0.5	2%	7%	-10%	-1%
COc1ccc(NS(=O)(=O)c2cc(OC)ccc2NC(=O)c2cc(C)oc2C)cc1	-0.2	-9	8%[57.1 µM]	-13	-0.4	10%	-31%[57.1 µM]	-26%	0%
CCCCCCC(=O)Nc1ccc(C(=O)N2CCCC2)cc1	0.1	-3	6%	4	-1.1	0%	4%	-8%	1%
O=C1CC(c2ccccc2)c2c(n3ncnc3[nH]c2=O)N1 (centres undefined)	1.2	-3	-3%[57.1 µM]	.	0.0	6%	7%[57.1 µM]	-13%	-13%
O=C(c1ccc([N+](=O)[O-])cc1)c1cc2ccc(O)cc2oc1=O	0.6	2	-3%	8	-0.3	?	15%	-18%	16%
CC(C)N1CCSC1=S	.	.	-7%	.	.	-9%	-11%	-8%	7%
CC(NS(=O)(=O)c1ccc(F)cc1)C(c1cccs1)N1CCN(C)CC1 (centres undefined)	1.1	-9	8%	-20	0.8	-1%	4%	6%	6%
CCN(C(=O)CSc1cc(C)c2ccccc2n1)C1CCS(=O)(=O)C1 (centres undefined)	-1.0	-3	5%[57.1 µM]	1	0.4	-7%	19%[57.1 µM]	-10%	2%
CCOc1ccc(-c2nn[nH]n2)cc1	-0.1	-4	9%[57.1 µM]	-22	0.0	-12%	6%[57.1 µM]	-19%	0%
CCN(C(=O)COC(=O)c1ccc2ccccc2n1)c1c(N)n(Cc2ccccc2)c(=O)[nH]c1=O	0.1	-2	-1%	-16	0.6	-4%	2%	-8%	7%
Cc1nc2c(nnn2Cc2ccccc2)c(=O)n1-c1ccccc1	.	.	0%	.	.	-1%	13%	-18%	8%
CCC(=O)N1CCN(c2ccccc2NC(=O)c2ccc([N+](=O)[O-])o2)CC1	0.2	-2	-7%	-5	0.4	-3%	-29%	-16%	0%
O=S(=O)(NCCC1=CCCCC1)c1c(Cl)cccc1Cl	3.3	-9	-12%	-8	1.2	9%	-8%	-2%	-5%
COc1ccc(NC(=O)C2CCN(C(=O)c3sc4nc[nH]c(=O)c4c3C)CC2)cc1Cl	0.0	-6	0%[57.1 µM]	.	1.1	-3%	6%[57.1 µM]	0%	5%
CCOC(=O)Cn1c(=O)n(-c2ccccc2OC)c2nc(-c3ccccc3C)nc(C(N)=O)c21	-0.4	-7	2%[57.1 µM]	.	-1.5	-2%	5%[57.1 µM]	-28%	3%
COC(=O)c1sc2nc(N3CCCCC3)c3c(c2c1N)CCCC3	1.0	12	86%[activator]	7	1.3	9%	27%	-28%	2%
COc1ccc(N2C(=O)NC(NC(=O)c3ccncc3)(C(F)(F)F)C2=O)cc1 (centres undefined)	0.0	-4	-11%	24	0.8	1%	-7%	-13%	2%
O=C1C2C3C=CC(C3)C2C(=O)N1/N=C/c1ccc(-c2ccccc2[N+](=O)[O-])o1 (centres undefined)	-0.4	-1	-4%	11	-0.3	-4%	-13%	-2%	7%
Cc1nn(-c2ccccc2)c2[nH]c(=O)cc(C(F)F)c12	1.6	12	-2%	-14	-1.3	-1%	-6%	-26%	-1%
COc1cccc(-n2nnc3c(=O)n(Cc4ccccc4F)cnc32)c1	-0.1	-6	4%[57.1 µM]	16	0.5	-1%	-3%[57.1 µM]	-6%	3%
CCCn1c(CCNc2nc(-c3ccc(OC)cc3)cs2)nc2ccccc21	-0.7	5	4%	-25	-0.2	4%	12%	-25%	8%
CCN(CC)c1nc(OC)nc(-n2nnc(C(C)=O)c2C)n1	-0.2	-9	-2%	-9	1.1	8%	-4%	2%	-1%
Cc1noc(C)c1C(=O)OCC(=O)/C=C1\N(C)c2ccccc2C1(C)C	-2.3	-3	3%	-12	-0.3	3%	2%	-23%	-6%
CC(C)c1ccc(C2=CC(c3ccc(C(C)C)cc3)n3nnnc3N2)cc1 (centres undefined)	0.2	-4	5%[57.1 µM]	.	0.0	13%	18%[57.1 µM]	-8%	21%
CCCCCSc1nc(N2CCOCC2)c2c(c1C#N)CC(C)(C)OC2	0.2	-1	11%	-4	0.2	1%	27%	-6%	?
CSC(=S)N/N=C/c1ccc(Br)cc1	0.4	0	-3%	9	1.6	-1%	-14%	-5%	12%
CN(C)S(=O)(=O)c1cccc(NC(=O)c2cccc(NS(=O)(=O)c3ccccc3)c2)c1	0.4	-9	-1%	15	0.3	7%	19%	-16%	-3%
O=C(Nc1ccc(Br)cc1F)C1CCN(c2nnc(-n3cccc3)s2)CC1	-0.2	-2	7%[57.1 µM]	-10	-0.5	2%	16%[57.1 µM]	-21%	1%
Cc1ccc(S(=O)(=O)c2nc(-c3cccs3)oc2N2CCCCC2)cc1	0.2	-8	-2%	.	-0.4	64%[activator]	14%	-17%	-1%
CN(C)c1ccc(/C=N/NC(=O)c2nnn(-c3nonc3N)c2CN(C)c2ccccc2)cc1	-0.8	8	-3%	4	0.0	-2%	14%	-7%	7%
CCOc1ccccc1-c1nn2c(Cc3ccccc3)nnc2s1	-0.3	9	15%	16	1.5	7%	-3%	-5%	-3%
COCCCNC(=O)c1cc2c(-c3cccc(OC)c3)nn(C)c2s1	-0.5&-0.9	2&-2	102%&80%[activator]	3	0.1&-0.3	-1%&5%	11%&15%	?	0%&0%
Cc1cc(C)c(C(=O)N(CCN(C)C)CC2CCCN(Cc3ccccc3F)C2)o1 (centres undefined)	0.1	20	0%	2	-0.7	3%	-1%	-4%	-2%
CC(=O)Nc1cccc(C(=O)/C=C/c2ccc(Br)cc2)c1	0.1	-1	-9%	-7	0.5	?	?	-15%	-5%
CC(=O)Oc1ccc(C(=O)Nc2ccc(S(=O)(=O)N3CCOCC3)cc2)cc1	1.4	41*	7%[57.1 µM]	-11	0.8	-3%	11%[57.1 µM]	-17%	?
ONC(=Nc1ccccc1Cl)c1c(F)cccc1F	.	.	7%	.	.	0%	30%	-2%	0%
CCOC(=O)c1ccc(NC(=O)C2(c3ccc(OC)cc3)CCCC2)cc1	2.3	-5	-3%	12	1.8	3%	18%	-26%	2%
COC(=O)c1ccc(NC(=O)COC(=O)C2CCC2)cc1	0.5	-2	-3%[57.1 µM]	.	.	-2%	-7%[57.1 µM]	-5%	-8%
CCOC(=O)c1c(C)oc2nc(C)nc(NCc3ccc(OC)cc3OC)c12	1.0	-6	-4%	.	0.2	5%	0%	-24%	8%
COc1ccc(CCNC(=O)c2ccc(-n3c(C)cc4c3CCCC4)cc2)cc1OC	0.9	7	-2%	.	0.9	0%	-34%	-7%	0%
O=S(=O)(Nc1cccc2cccnc12)c1cccc2cccnc12	6.3	-4	9%	.	.	-2%	28%	.	.
Cc1ccc(C(=O)N/C(=C\c2ccco2)C(=O)N2CCOCC2)cc1C	0.3	-5	-9%	-21	2.1	-1%	-1%	-14%	-3%
CC(C)Cc1nnc(NC(=O)CCC(=O)N2CCN(S(=O)(=O)c3ccccc3)CC2)s1	-0.3	-7	-6%	-8	-0.2	-12%	-4%	-7%	2%
C=C1[C@H]2O[C@H]2[C@@H](OC(C)=O)[C@@]2(C)[C@@H](OC(C)=O)C[C@@H](OC(C)=O)[C@@](C)(O)[C@@H]2[C@@H](OC(C)=O)[C@@]2(O)[C@@H](C)C(=O)O[C@H]2[C@H]1Cl	.	.	3%	.	.	4%	?	-13%	-3%[38.3 µM]

The list is partial. The share of hits here may be higher or lower than overall.
